# Screening data as filed in PubChem.
# M4 ag: human M4 muscarinic receptor agonists, primary screen, CHO-K1 cells, Fluo-8 calcium fluorescence | activation, % at 3 µM | CHO-K1 hM4/Gqi5; vehicle 0%, full acetylcholine response 100% | hit rate 0.14% among 360,000 | AID 624127, 2012;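 active = activation above the run mean over all test wells plus 3 SD, cut at about 32% in these data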;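 also: peak over basal fluorescence ratio per well then scaled between controls; 0% = DMSO wells and 100% = acetylcholine at EC100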
# Target sequence (P08173 whole entry, looked up): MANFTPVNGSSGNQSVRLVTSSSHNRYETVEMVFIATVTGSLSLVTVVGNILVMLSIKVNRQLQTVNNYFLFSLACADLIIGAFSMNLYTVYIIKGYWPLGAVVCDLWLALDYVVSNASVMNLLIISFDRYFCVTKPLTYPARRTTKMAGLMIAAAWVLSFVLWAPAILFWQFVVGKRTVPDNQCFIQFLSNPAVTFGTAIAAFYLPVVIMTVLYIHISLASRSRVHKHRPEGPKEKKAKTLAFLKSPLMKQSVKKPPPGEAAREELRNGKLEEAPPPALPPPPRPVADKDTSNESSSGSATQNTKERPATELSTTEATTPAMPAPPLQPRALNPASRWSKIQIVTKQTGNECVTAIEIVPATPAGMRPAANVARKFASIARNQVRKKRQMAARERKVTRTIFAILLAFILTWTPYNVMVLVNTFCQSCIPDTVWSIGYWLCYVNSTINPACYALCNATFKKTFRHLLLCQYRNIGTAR
# CHRM5 agonist: human M5 muscarinic receptor agonists, primary screen, CHO-K1 cells, Fluo-8 calcium fluorescence. hit rate 0.19% among 360,000. CHO-K1 hM5 cells; 0% DMSO wells, 100% maximal acetylcholine response. Muscarinic acetylcholine receptor M5 (Homo sapiens), P08912. activation, % at 3 µM;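 active = activation above the run's mean over test compounds plus 3 SD, cut at about 23% in these data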;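 also: signal is peak over basal fluorescence ratio across the kinetic read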
# Target sequence (P08912 whole entry, looked up): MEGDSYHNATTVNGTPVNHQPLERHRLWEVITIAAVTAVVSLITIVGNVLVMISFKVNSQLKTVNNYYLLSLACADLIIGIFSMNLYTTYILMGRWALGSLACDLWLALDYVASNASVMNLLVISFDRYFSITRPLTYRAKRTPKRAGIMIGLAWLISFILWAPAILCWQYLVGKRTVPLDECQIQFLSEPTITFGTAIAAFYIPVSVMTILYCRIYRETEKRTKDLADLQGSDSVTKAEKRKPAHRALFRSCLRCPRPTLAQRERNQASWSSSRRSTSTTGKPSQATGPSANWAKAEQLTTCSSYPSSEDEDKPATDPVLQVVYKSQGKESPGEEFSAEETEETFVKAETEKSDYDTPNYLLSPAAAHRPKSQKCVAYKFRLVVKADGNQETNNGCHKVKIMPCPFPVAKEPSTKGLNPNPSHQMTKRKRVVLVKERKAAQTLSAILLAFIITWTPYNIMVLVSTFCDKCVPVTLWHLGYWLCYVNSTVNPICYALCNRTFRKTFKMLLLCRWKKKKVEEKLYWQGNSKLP
# CHRM5 antagonist: human M5 muscarinic receptor antagonists, primary screen, CHO cells, Fluo-8 calcium fluorescence | AID 624040, 2012 | Muscarinic acetylcholine receptor M5 (Homo sapiens), P08912 | CHO-hM5 cells, ACh EC80 | inhibition, % at 3 µM | hit rate 0.59% among 360,000;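 active = inhibition above a per-plate cutoff, the mean of that plate's test compounds plus 3 SD, cut at about 27% in these data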;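 also: 0% = acetylcholine EC80 with DMSO and 100% = DMSO without agonist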
# CHRM1 antagonist: human M1 muscarinic receptor antagonists, primary screen, CHO-K1 cells, Fluo-8 calcium fluorescence, 1536-well; inhibition, % at 3 µM; Muscarinic acetylcholine receptor M1 (Homo sapiens), P11229; CHO-K1 hM1, ACh EC80 antagonist; hit rate 1.3% among 360,000; AID 588852, 2011;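 active = percent inhibition above its own plate's cutoff, namely the mean of that plate's compound wells plus 3 SD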;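 also: peak over basal fluorescence ratio during 140 s after agonist addition; 0% = ACh EC80 plus DMSO and 100% = DMSO alone without agonist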
# CHRM4 antagonist: human M4 muscarinic receptor antagonists, primary screen, CHO cells, Fluo-8 calcium fluorescence; CHO-hM4 cells, ACh EC80; hit rate 0.73% among 360,000; inhibition, % at 3 µM; Muscarinic acetylcholine receptor M4 (Homo sapiens), P08173;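 active = inhibition above its plate's cutoff, the mean inhibition of sample wells plus 3 SD, cut at about 27% in these data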;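 also: 0% = acetylcholine EC80 with DMSO and 100% = DMSO without agonist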
# CHRM4 PAM: human M4 muscarinic receptor positive allosteric modulators, primary screen, CHO-K1 cells, Fluo-8 calcium fluorescence; Muscarinic acetylcholine receptor M4 (Homo sapiens), P08173; CHO-K1 hM4/Gqi5, ACh EC20; 0% = ACh EC20, 100% = maximal ACh; activation, % at 3 µM; hit rate 0.4% among 360,000;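 active = activation above its plate's cutoff, the mean activation of sample wells plus 3 SD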; also: some results filed as inactive read as strong as hits
# CRFBP-R2 agonist: agonists of CRF-BP/CRF-R2 complex, primary screen, cell-based, HEK293, calcium dye fluorescence, uHTS; calcium dye fluorescence (FLIPR); percent of saturating CRF peptide response; activation, % at 13.2 µM; hit rate 0.46% among 350,000; AID 588473, 2011;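 active = activation of at least 50%, plus an integration ratio under a set limit after plate pattern correction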;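 also: plate controls were neutral control wells without compound for no effect and CRF at EC100 for full effect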
# M1 PAM: human M1 muscarinic receptor positive allosteric modulators, primary screen, CHO-K1 cells, Fluo-8 calcium fluorescence, 1536-well; Muscarinic acetylcholine receptor M1 (Homo sapiens), P11229; CHO-K1 hM1, ACh EC20; 0% = ACh EC20, 100% = maximal ACh; activation, % at 3 µM; hit rate 0.088% among 360,000; AID 588819, 2011; in the data active = activation above about 19%, passing the limit was not always enough
# M5 PAM: human M5 muscarinic receptor positive allosteric modulators, primary screen, CHO-K1 cells, Fluo-8 calcium fluorescence; Muscarinic acetylcholine receptor M5 (Homo sapiens), P08912; CHO-K1 hM5, ACh EC20 PAM; 0% = ACh EC20, 100% = ACh EC100; activation, % at 3 µM; hit rate 0.3% among 360,000; AID 624038, 2012;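 active = activation above the run cutoff, the mean activation of all test compounds plus 3 SD, cut at about 18% in these data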
#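 Assay system: CHO-K1 hM5 cells. Also added: acetylcholine at EC20 concentration, added after compound. Dosing: 3 µM, single dose. Times: compound preincubation 140 s before EC20 acetylcholine addition. Signal: Fluo-8 calcium fluorescence. Measure: % activation relative to EC20 and EC100 ACh responses. Repeats: singlicate, one well per test compound.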
# * hit, by the source's call; / = no result given.
SMILES,M4 ag,CHRM5 agonist,CHRM5 antagonist,CHRM1 antagonist,CHRM4 antagonist,CHRM4 PAM,CRFBP-R2 agonist,M1 PAM,M5 PAM
CCc1ccc(NC(=O)C2CCCN2c2nn3c(=O)cc(C)nc3s2)cc1 (stereo not drawn),2,-3,-3,-8,-23,7,-4.0,5,-3
N#Cc1ncn(C2OC(CO)C(O)C2O)c1N (stereo not drawn),0,0,0,-9,1,3,0.9,6,-2
CC(=O)Nc1ccc(S(=O)(=O)N(C)CC(=O)NCCC2=CCCCC2)cc1,6,2,-1,-4,-1,-5,1.1,2,-6
C=CCN(C(=O)c1ccc2snnc2c1)c1ccccc1,1,-6,-1,-19,-6,-3,-0.1,17,3
CCn1c(SCC(=O)N/N=C/C(C)=C\c2ccco2)nnc1-c1ccccc1,1,-3,8,-12,3,0,0.1,14,-5
COc1cccc(N=c2oc3c(C)ncc(CO)c3cc2C(N)=O)c1,-1,1,-1,1,-2,8,2.3,9,0
O=C(CS(=O)(=O)c1ccccc1)Nc1ccc(S(=O)(=O)Nc2ncccn2)cc1,3,-2,-3,-3,-2,10,1.2,10,-2
O=C(NCc1ccc(F)cc1)c1cc2n(n1)C(C(F)(F)F)CC(C1CC1)N2 (stereo not drawn),2,3,0,0,-7,0,3.5,-1,-2
O=C(Nc1cccc(F)c1)C1C2C=CC3(CN(CCCN4CCOCC4)C(=O)C13)O2 (stereo not drawn),4,3,3,-17,-12,7,1.5,11,-4
CCC(C)NC(=O)c1c(N)n(/N=C/c2cccnc2)c2nc3ccccc3nc12 (stereo not drawn),0,4,2,0,8,6,-1.4,14,-2
CCOc1ccc(C(=O)OCC(=O)Nc2cccc(S(=O)(=O)N3CCCC3)c2)cc1,3,-4,12,1,6,-8,1.5,-4,-15
O=C(CCNC(=O)c1ccc(Cl)cc1)Nc1ccccc1Cl,1,-4,5,-9,3,5,-0.7,13,-3
CCN1C(=O)c2cccc3c(S(=O)(=O)Nc4ccccn4)ccc1c23,1,1,1,-4,9,-5,-0.4,6,-1
CC(C)CN(C(=O)COC(=O)CCC(=O)c1ccc(Cl)cc1)c1c(N)n(Cc2ccccc2)c(=O)[nH]c1=O,0,-3,0,-10,-4,1,4.0,6,4
COc1cc(C(=O)NCc2ccccc2)cc(Br)c1OC,1,-5,-4,5,3,-4,-3.4,0,3
CCOC(=O)C1=C(COC(=O)CCOc2cccc(C)c2)NC(=O)NC1C (stereo not drawn),16,2,12,6,3,-9,-2.3,-4,-18
OCCC1CN(CC2CC2)CCN1Cc1ccc(F)c(F)c1 (stereo not drawn),1,0,6,-10,11,-2,0.6,11,1
CCn1c(SCC(=O)N2CCc3ccccc32)nnc1-c1ccco1,1,-6,-3,0,-7,7,-0.7,1,-2
Cc1cc(C)cc(N(C(=O)c2ccco2)C(C(=O)NC2CCCC2)c2ccncc2)c1 (stereo not drawn),1,-2,10,-13,2,-8,-1.9,15,3
Cc1cc2occ(CC(=O)NCc3cccs3)c2cc1C(C)C,-1,-8,-2,-8,-6,0,-3.2,-4,-2
CC1(C)Cc2c(sc3nnn(Cc4ccc(Cl)cc4)c(=O)c23)CO1,2,-1,-4,-6,-2,-2,2.4,5,5
O=S(=O)(/C=C/c1ccccc1)N1CCN(c2ccc(F)cc2)CC1,-1,-2,0,-2,13,-1,0.4,1,-2
Cc1ccc(S(=O)(=O)Nc2c(O)c3ccccc3oc2=O)cc1,0,-2,1,-4,-3,4,0.5,7,8
O=C(COc1ncnc2sccc12)N1CCN(C(=O)c2ccco2)CC1,1,2,4,-7,-1,3,8.0,5,5
CN(CCO)c1ncnc2c1sc1nc(N3CCOCC3)c3c(c12)CCC3,1,4,-3,-10,-5,3,-2.5,9,16
# Continuation.
SMILES,M4 ag,CHRM5 agonist,CHRM5 antagonist,CHRM1 antagonist,CHRM4 antagonist,CHRM4 PAM,CRFBP-R2 agonist,M1 PAM,M5 PAM
COc1cccc(N2CCC(N3CCN(C)C(CCO)C3)CC2)c1 (stereo not drawn),1,5,8,-14,-3,-2,-1.3,14,2
O=C(CC1Oc2ccccc2NC1=O)NCc1ccc(Cl)cc1 (stereo not drawn),0,-2,3,-8,12,-3,-1.3,3,-7
CCOC(=O)CN1N=C(/C=C/c2ccc(OCC)cc2)CCC1=O,1,-3,5,0,7,-6,-1.4,2,-2
O=C(Oc1ccc(F)cc1)N1CCOCC1,1,-4,11,-13,5,0,1.1,7,-1
Nc1nc(=O)n(C2OC(CO)C(O)C2O)cc1F (stereo not drawn),1,4,-13,-11,-13,8,/,5,10
CCSc1nnc(NC(=O)c2ccc(C)cc2)s1,-2,1,3,-21,4,6,-0.1,11,-1
COc1cc(NC(=O)SC2=NCCS2)cc(OC)c1,4,0,1,-8,2,-5,-0.1,12,7
COC(=O)c1cn(CCOc2ccc(C)cc2)c2ccccc12,-1,-5,0,-9,-11,-3,-1.6,4,-4
O=C(NC(=S)N1CCCCCC1)c1ccccc1Cl,1,-2,-8,-8,0,2,-0.8,8,-1
O=C(Nc1cc(S(=O)(=O)N2CCOCC2)ccc1N1CCOCC1)c1cn2ccccc2n1,5,-1,1,-2,0,6,-1.6,9,-3
CC(=O)N1CCN(C(=O)c2ccc(Cl)c(S(=O)(=O)N3CCc4ccccc43)c2)CC1,2,-2,7,-10,-4,7,-0.6,9,-2
CC1=C(C(=O)N2CCOCC2)CC(CC(=O)NCC2CCCCC2)C(=O)N1Cc1ccccc1 (stereo not drawn),1,0,-4,0,-10,-5,-0.8,0,1
CCOC(=O)c1cc(CC)sc1N1C(=O)CC(Sc2ccccc2C(=O)O)C1=O (stereo not drawn),0,-1,6,20,-15,14,-1.2,6,1
Cc1ccc(C(=O)N2CCCC(C(=O)c3cc(F)ccc3F)C2)s1 (stereo not drawn),1,-4,1,-6,-5,-1,-3.2,3,3
Cc1ccc(C)c(NC(=O)C2C3C=CC(O3)C2C(=O)O)c1 (stereo not drawn),0,-6,14,-20,-4,5,-0.8,12,-5
CCOCCCNS(=O)(=O)c1ccc(NC(=O)Cc2c(F)cccc2Cl)cc1,2,0,-1,-3,2,-1,0.4,8,-2
O=C(OC1Cn2c(=O)ccc(=O)n2C1)c1ccccc1,0,0,1,-4,-9,-7,5.2,-1,-2
CCOC(=O)c1[nH]ncc1CN1CCCC(C(=O)c2cccc(OC(C)C)c2)C1 (stereo not drawn),0,-4,5,2,9,-4,-2.9,-3,1
COc1cccc(C(C(=O)NC2CCCCC2)N(C(=O)CNC(=O)c2ccco2)c2cccnc2)c1 (stereo not drawn),1,-4,3,-7,3,8,2.0,16,2
O=C(NCC1CCCCC1)c1ccc2nc([C@H]3C[C@H](O)[C@@H](CO)O3)[nH]c2c1,0,1,-3,-7,-14,-1,/,-3,1
CC(=O)C1=C(O)C(=O)N(c2ccc(Br)cc2)C1c1cccc(F)c1 (stereo not drawn),-1,8,15,-4,0,0,-1.6,12,-1
CCCNC(=O)/C=C/c1ccc(C(C)C)cc1,0,-4,-4,0,-21,10,0.0,0,1
COc1ccc(OC)c(S(=O)(=O)N2CCCC2C(=O)N2CCc3ccccc3C2)c1 (stereo not drawn),2,-2,2,1,-4,-6,-0.8,-1,0
O=[N+]([O-])c1cc2c(cc1CN1CCN(c3ccccc3F)CC1)OCO2,-1,-1,-1,9,-3,-4,-0.2,-3,-5
COc1cc(C)c(CN2CCN(S(=O)(=O)c3ccc(Cl)s3)CC2)cc1OC,6,-2,1,-4,-1,-6,0.8,-1,-14

# Look-ups from the list.
# Result for CCOC(=O)c1cc(CC)sc1N1C(=O)CC(Sc2ccccc2C(=O)O)C1=O (stereo not drawn) under CHRM4 PAM: 14
# Result for CCOC(=O)c1[nH]ncc1CN1CCCC(C(=O)c2cccc(OC(C)C)c2)C1 (stereo not drawn) under CHRM1 antagonist: 2
# Result for CC(=O)C1=C(O)C(=O)N(c2ccc(Br)cc2)C1c1cccc(F)c1 (stereo not drawn) under CRFBP-R2 agonist: -1.6

# Other structures.
SMILES,M4 ag,CHRM5 agonist,CHRM5 antagonist,CHRM1 antagonist,CHRM4 antagonist,CHRM4 PAM,CRFBP-R2 agonist,M1 PAM,M5 PAM
CCCOc1ccc(N2C(=O)CC(N(Cc3ccco3)C(=O)CC)C2=O)cc1 (stereo not drawn),2,1,3,-6,-1,-1,-5.0,9,3
CN(C)c1ccc(C(=O)Nc2ccc(S(=O)(=O)NC3=NCCCCC3)cc2)cc1,1,-1,-1,-10,6,2,-1.1,12,0
CCOc1ccccc1-c1ccc(C(=O)NCc2ccc(Cl)cc2)o1,1,-5,-7,/,1,-8,/,/,-7
C#CNC(=O)C1(CC=C)CCNCC1,2,1,13,-3,9,3,-0.1,1,-9
CCCCOc1ccc(C(=O)NCC(=O)N2CCN(C(=O)c3ccco3)CC2)cc1,2,3,1,-7,-3,5,-1.6,11,2
CC(=O)c1ccc(S(=O)(=O)NCCCC(=O)N(C)Cc2ccc3c(c2)OCO3)cc1,6,2,3,6,1,-7,-0.5,0,-8
NC(=O)C1CC(O)CN1c1nc(CN2CCOCC2)nc2scc(-c3ccccc3)c12 (stereo not drawn),1,-2,1,-6,-5,29,2.1,7,2
Cc1cnc(CN(C)C(=O)C2CCC(=O)N(CCc3cccc(F)c3)C2)[nH]1 (stereo not drawn),1,-1,0,11,9,-4,1.7,0,-3
O=C(NCCc1ccc(F)cc1)c1ccc(S(=O)(=O)N2CCCC2)cc1,5,4,0,-2,-12,1,-1.8,2,5
Cc1cccc(NC(=O)CN2CCN(C(=O)C3CCCO3)CC2)c1C (stereo not drawn),1,-2,-9,-11,0,-3,1.5,5,6
C=CCN(CC=C)Cc1c(C)[nH]c2ccc(C(=O)OCC)cc2c1=O,0,0,3,-9,4,-4,1.3,-4,4
CC(=O)Cc1nsc(NC(=O)c2ccc(-c3ccc(F)cc3)o2)n1,3,-2,6,-9,1,-8,4.7,4,2
CNC(=O)c1cn(-c2ccc(Cl)cc2)c(=O)c2ccccc12,8,2,14,9,5,1,-2.1,-6,-15
Cc1ccnc(NC(=O)CCC(=O)N(CC(=O)NC2CCCCC2)c2ccc3c(c2)OCO3)c1,1,0,11,-11,1,14,-1.7,12,-5
CC(C(=O)Nc1ccccn1)(c1ccccc1)c1ccccc1,-1,-3,-3,-3,-6,-6,0.0,1,0
CCCCOc1ccc(CNC(=S)N/N=C/c2ccc(OC)c(OC)c2)cc1,-1,-3,-8,-31,-5,2,-2.1,3,-4
Cc1[nH]c(=O)[nH]c(=O)c1S(=O)(=O)NCCc1ccc(S(N)(=O)=O)cc1,1,1,-11,-24,-4,6,2.2,8,-1
Cc1nn(-c2ccccc2)c(C)c1/C=C1\C(=O)N(C)C(=S)N1C,2,-13,6,-2,-4,-6,-4.2,4,-7
CC1(C)CC(=O)C2=C(C1)Nc1ccccc1NC2c1cc(Cl)ccc1O (stereo not drawn),2,-1,18,-15,4,2,3.3,12,-7
